Source: PubChem
MT stabilize HCS: stabilizes microtubules in HeLa cells; % tubulin-high responders, % at 10 µM; AID 2205; HeLa tubulin immunostaining HCS, 24 h; share of cells brighter than vehicle mean+2SD; 200,000 compounds, 0.83% hits;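 active means plate Z-score above 3 for both tubulin-high and condensed-nucleus cell shares, with cell loss under 80%, at 10 µM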;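 further: anti alpha tubulin signal scored within the nucleus-defined area of each cell; some results filed as inactive read as strong as hits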
M17LAP inhibition: P. falciparum M17LAP inhibitors, primary screen, biochemical, fluorogenic H-Leu-NHMec substrate, 1536-well (AID 1619). inhibition, % at 30 µM, or IC50 in µM where a hit was titrated. recombinant M17LAP, H-Leu-NHMec fluorogenic kinetic assay; higher % means a stronger effect. 220,000 compounds, 0.38% hits;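 active means compound inhibiting the enzyme by more than half at any dose during confirmatory dose-response retesting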;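 further: plate controls were full reaction with DMSO carrier for no effect and no enzyme background for full effect; strong numbers were not always called active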
M1AAP inhibition: malaria alanyl aminopeptidase activity blockers – biochemical, fluorogenic H-Leu-NHMec substrate, 1536-well (AID 1445). recombinant M1AAP, H-Leu-NHMec fluorogenic kinetic assay; higher % means a stronger effect. 220,000 compounds, 0.42% hits. one-dose inhibition, % at 30 µM; IC50 in µM for titrated hits;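 active means primary inhibition above the hit cutoff, then over 50% inhibition at one or more dose response concentrations, cut at about 23% in these data, passing the limit was not always enough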;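 further: plate controls were DMSO full reaction for no effect and no enzyme background for full effect; strong numbers were not always called active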
K1F lysis inhibition: inhibition of K1F phage lysis, E. coli UTI89, bacterial capsule biogenesis inhibitors, alamar blue (AID 488966); E. coli UTI89 K1F phage lysis, alamar blue, 2 h; higher % means a stronger effect; inhibition, % at 100 µM, or IC50 in µM where a hit was titrated; 340,000 compounds, 0.02% hits;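 active means phage lysis inhibition, versus mean bacterial control, above a set limit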;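 further: capsule biogenesis inhibitors block K1F phage lysis so surviving cells raise fluorescence; higher fluorescence means more inhibition of phage lysis; actives were called in the ten point dose series up to 300 µM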
Autophagy mod: modulators of autophagy | MEF GFP-LC3 puncta imaging; test concentration mostly 10 µM | 190,000 compounds, 0.98% hits | calls only at 10 µM (by protocol) | AID 463193;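 active means percentage of spot-positive cells more than 3 SD above its plate mean, without a fluorescence outlier flag or 80% toxicity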;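 further: spot-positive cell cutoff set from DMSO-treated cells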
CSM14.1 death rescue: protection against thapsigargin-triggered cell killing – 384-well, CSM14.1, ATP luminescence, primary screen (AID 1222). CSM14.1 thapsigargin-induced death rescue, ATP luminescence; higher % means a stronger effect. cellular ATP content (survival), % at 20 µM; hits with a dose series show EC50 in µM. 190,000 tested, under 10 active;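 active means EC50 below 50 µM in the dose-response confirmation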;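 further: death triggered by thapsigargin at about 15 µM added after 2 h compound pretreatment; cell ATP read after overnight thapsigargin exposure of roughly 18 to 22 hours; normalized against plate controls of thapsigargin alone and 5% DMSO vehicle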
Insulin prom up: MIN6 insulin promoter up-regulation. MIN6 insulin promoter-GFP reporter, high-content imaging; active compounds read high. z-score at 5 µM. 190,000 compounds, 0.3% hits. AID 1625;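 active means z-score above 3 at 5 µM with at least 500 cells counted in the well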
Dynein transport: blocks dynein driven cargo transport along microtubules | AID 1381 | z-score, hits read low | 3617.4 mouse cells, GR-EGFP nuclear translocation imaging; test concentration mostly 20 µM; stimulated with dexamethasone, 1 µM; active compounds read low | 220,000 compounds, 0.47% hits;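 active means plate z-score of nuclear minus cytoplasmic receptor signal below a set negative limit, without overly bright fluorescence or cell loss, cut at about -3.5 in these data, passing the limit was not always enough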;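 further: z-score of nuclear minus cytoplasmic ring GR-EGFP intensity difference per well; some compounds called inactive have numbers as strong as hits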
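Also added: dexamethasone, 1.0 µM final. Medium: tet-free, stripped-serum medium. Detection: fixed, Hoechst-stained cells imaged at 10x for EGFP. Read-out: nuclear-to-cytoplasmic GR-EGFP distribution per well. Times: induction 48 h, compound 1 h, agonist 30 min.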
bCat nuc transl: modulators of beta-catenin nuclear translocation | HeLa beta-catenin nuclear translocation, immunofluorescence imaging | nuclear translocation activity, % at 5 µM | 190,000 compounds, 0.3% hits | AID 1665;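 active means nuclear translocation activity above 50% at 5 µM, with a well cell count of 50 or more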;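 further: per-cell ratio of nuclear to cytoplasmic median beta-catenin stain intensity; plate controls were DMSO negative control for no effect and GSK-3 inhibitor IX positive control for full effect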
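Read-out: Nuclear/cytoplasmic beta-catenin signal ratio, % activation | Assay system: Human HeLa cell line | Times: 24 h compound exposure at 37°C, 5% CO2 | Signal: Fluorescence imaging of beta-catenin antibody stain plus DAPI | Dosing: 5 µM primary, 0.02–20 µM confirmation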
Dynein transport cytoplasmic EGFP: also measured in Dynein transport; calls as there; z-score; measured here: cytoplasmic GR-EGFP intensity; active compounds read high
Dynein transport nuclear GR-EGFP: second read-out of Dynein transport, no call of its own (marks repeat the call); z-score; measured here: nuclear GR-EGFP intensity;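 lower value marks the stronger effect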
Dynein transport cell count: also measured in Dynein transport; calls as there; z-score; measured here: cell count per field
Insulin prom up cell count: second read-out of Insulin prom up, no call of its own (marks repeat the call); cell count; measured here: cytotoxicity, nuclei count;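 total cells summed across four imaged fields per well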
bCat nuc transl cell count 5 µM: also measured in bCat nuc transl; calls as there; cell count; measured here: cell count, cytotoxicity flag
MT stabilize HCS Hoechst-high %: recorded beside MT stabilize HCS, whose call it bears; % Hoechst-high responders; measured here: nuclear condensation Hoechst responders;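 share of cells brighter than vehicle mean plus two SD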
MT stabilize HCS cytotoxicity %: recorded beside MT stabilize HCS, whose call it bears; toxicity, %; measured here: cytotoxicity by cell density;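 0% = mean cell density of plate MIN control wells and 100% = no cells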
Autophagy mod cell loss 18 h: further read-out of Autophagy mod, marked with its call; toxicity, %; measured here: cell loss, nuclei count;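 cell loss after 18 h compound exposure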
An asterisk follows results filed as active; i = inactive; nt = not tested or not shown; [ ] = remark or other dose.

SMILES	MT stabilize HCS	MT stabilize HCS Hoechst-high %	MT stabilize HCS cytotoxicity %	M17LAP inhibition	M1AAP inhibition	K1F lysis inhibition	Autophagy mod	Autophagy mod cell loss 18 h	CSM14.1 death rescue	Insulin prom up	Insulin prom up cell count	Dynein transport	Dynein transport cytoplasmic EGFP	Dynein transport nuclear GR-EGFP	Dynein transport cell count	bCat nuc transl	bCat nuc transl cell count 5 µM
COc1cc(-c2nnc(SC(C)C(=O)Nc3c(C)n(C)n(-c4ccccc4)c3=O)o2)cc(OC)c1OC (stereo unspecified)	1.5	1.0	5.4	-3%	-5%	1.1%	i	2	5.7%	-0.9	941	2.7	0.42	1.9	-2.3	-3.1	1206
c1ccc(-c2nc3ccccc3nc2N2CCOCC2)cc1	1.5	1.5	10	-3%	10%	-0.4%	i	-49	-1.5%	0.5	1414	-0.29	-0.18	-0.15	0.28	0.1	1195
CCOC(=O)Cc1sc(N)nc1C	2.8	3.4	16	-7%	0%	0.1%	i	-4	-4.3%	0.26	1180	1.1	0.11	1.1	-2	nt	nt
COc1ccc(C(c2c(NC(C)=O)sc3c2CCCC3)N2CCN(CCO)CC2)cc1OC (stereo unspecified)	5.0	1.2	11	7%	-2%	0.7%	i	1	-1.4%	-0.36	1259	-0.95	1.5	-0.3	0.21	4.6	969
CCCCN=C1NN=C(c2cc3ccccc3o2)CS1	2.8	4.3	0.1	-7%	4%	0.2%	i	8	-3.4%	0.47	1250	-0.79	-0.31	-0.74	0.87	nt	nt
Cn1c(=O)[nH]c(=O)c2c1nc(Br)n2C/C=N/Nc1ccccc1	4.0	3.4	8.7	-11%	4%	0.4%	i	-4	-1.7%	0	1205	-1.2	-0.11	-0.54	-0.064	nt	nt
S=c1[nH]nc(-c2ccc3ccccc3n2)n1-c1ccc2c(c1)OCCO2	nt	nt	nt	4%	2%	0.4%	nt	nt	nt	0.91	1041	-0.37	2.2	0.69	-0.35	-1.3	1312
COc1ccc(C(=O)Oc2coc(CSc3nnc(NC(=O)c4cccs4)s3)cc2=O)cc1	5.7	3.2	12	10%	13%	1.1%	i	-6	-3.5%	0.58	1311	2.9	-0.052	1.5	-1.7	-1.1	933
S=c1nc[nH]c2c1sc1nc(N3CCOCC3)c3c(c12)CCCC3	4.5	2.5	9.8	1%	0%	0.1%	i	27	-1.9%	nt	nt	0.54	-0.23	0.39	-0.65	-0.5	1040
COC(=O)c1cccc(Cn2cc([N+](=O)[O-])cn2)c1	2.7	2.7	7.6	-5%	-3%	nt	i	-1	-0.2%	0.28	1269	-0.32	-0.3	-0.22	-0.098	-3.0	1160
C=CC(=O)NC(NC(=O)C=C)c1ccc(Br)cc1	7.2	5.0	0.3	-7%	4%	0.1%	i	22	-0.8%	nt	nt	0.3	-0.14	0.012	0.064	nt	nt
CCc1ccc(CNC(=O)CCc2nc(-c3cccs3)no2)cc1	6.2	1.1	11	7%	-1%	0.8%	i	7	-0.1%	0.42	895	1.2	-0.25	0.74	0.48	nt	nt
CC(O)CN=c1cc(-c2ccccc2)oc2ccc(Cl)cc12 (stereo unspecified)	4.3	1.7	19	32%	6%	-0.1%	i	27	-1.1%	-0.09	1453	-0.55	-0.23	-0.91	-0.063	-0.1	1250
Cc1nn2c3ccccc3nc2c2ccccc12	0.8	0.8	7.8	-8%	12%	-0.1%	i	9	-1.5%	-0.02	928	-0.55	0.0073	-0.31	0.67	nt	nt
COC(=O)C1CCN(C(=O)CCC2CCCCC2)CC1	1.5	1.4	8.0	13%	1%	1.3%	i	-9	4.4%	-0.73	908	0.71	-0.12	0.24	-0.34	-2.8	1052
COc1ccc(NC(=O)CCCSc2nc(-c3ccco3)cc(C(F)(F)F)n2)cc1OC	2.7	1.6	4.4	4%	3%	1.8%	i	-2	1.8%	nt	nt	-0.22	-0.25	-0.3	1.2	-1.3	1153
CCOC(=O)c1c(C)nc2sc3c(=O)n(-c4ccc(C(C)=O)cc4)cnc3c2c1-c1ccc(Cl)cc1	2.0	1.0	7.6	-2%	2%	0.9%	i	-3	-1.0%	-1.7	1014	0.73	-0.27	0.91	0.64	-3.9	1119
Cc1ccccc1C(=O)NC1CCSC1=O (stereo unspecified)	nt	nt	nt	10%	0%	-0.2%	nt	nt	nt	-0.16	935	0.58	-0.16	1	-1.5	0.2	1318
CSc1nc(C)cc(SCC(=O)Nc2ccc(Cl)cc2Cl)n1	2.9	1.5	0.7	-5%	7%	1.6%	i	-3	1.2%	nt	nt	-0.63	-0.24	-0.62	0.8	-1.2	1063
CCCNC(=O)CSC1=N/C(=C/c2ccc(F)cc2)C(=O)N1CC	4.8	3.3	6.3	-6%	3%	-0.1%[50 µM]	i	-18	-1.0%	0.69	1295	0.23	-0.17	-0.12	-0.74	2.6	563
CC(C)(C)c1cc[n+](C2=C([O-])c3ccccc3C(=O)/C2=N\S(=O)(=O)c2cccs2)cc1	nt	nt	nt	31%	12%	nt	nt	nt	nt	-1	654	-0.58	-0.19	-0.35	0.42	-0.6	1229
CCCn1c(SCC(=O)Nc2cccc(C(=O)OCC)c2)nnc1-c1ccoc1C	6.9	3.4	5.3	3%	0%	1.3%	i	-11	-0.4%	0.36	1301	0.56	-0.21	0.74	-1.3	-4.6	859
COc1cccc2c(=O)c3ccccc3oc12	1.3	2.3	3.8	4%	4%	-0.8%	i	5	-0.5%	0.44	1571	-0.93	-0.38	-0.79	1.3	-1.3	972
CN(C(=O)c1ccco1)c1nnc(C23CC4CC(CC(C4)C2)C3)s1	3.0	1.9	11	-2%	1%	0.8%	nt	nt	nt	nt	nt	2.1	-0.048	1.7	-1.3	3.4	1144
COC(=O)c1cc(OC)c(OC)cc1NC(=S)N1CCN(c2ccccc2)CC1	2.7	2.3	11	0%	1%	6.3%	i	-4	0.7%	-0.22	1887	-0.94	-0.13	-0.51	0.065	-1.0	1122
COc1cc(NC(=O)c2nccn2C)cc(C(=O)Nc2cccc(C(F)(F)F)c2)c1	nt	nt	nt	-3%	1%	10.0%	nt	nt	nt	-1	838	-0.48	-0.79	-0.18	0.8	-0.2	1292
O=C(CN1CCN(c2ncc(C(F)(F)F)cc2Cl)CC1)NC(=O)NCc1ccccc1	2.1	1.2	0.3	-3%	-8%	0.8%	i	8	3.9%	-0.81	1320	2.5	-0.052	2.4	-0.71	-7.3	959
NS(=O)(=O)c1ccc(CCNC(=O)COC(=O)C2CCCN2C(=O)c2cccs2)cc1 (stereo unspecified)	2.3	2.4	11	9%	9%	0.1%	i	-8	2.7%	-0.07	1264	-0.21	-0.21	0.046	-0.0029	-0.7	978
COc1ccc(C(=O)N/C(=C\c2ccc3c(c2)OCO3)C(=O)Nc2ccc(C(=O)O)cc2)cc1	1.2	1.4	1.9	11%	5%	-0.4%	i	0	0.6%	0.33	1531	0.097	-0.33	0.43	-0.23	-5.5	1116
CCOc1ncccc1C(=O)OCC(=O)N1CCN(S(=O)(=O)c2ccccc2)CC1	2.3	2.4	7.4	-13%	6%	-0.4%	i	1	0.4%	-0.21	1183	-0.56	-0.23	-0.17	0.39	0.5	1140
CN1C(=O)C(O)(CC(=O)c2ccncc2)c2ccccc21 (stereo unspecified)	4.0	2.0	4.2	-12%	14%	4.7%	i	1	4.8%	nt	nt	3.2	-0.13	2	-2	-12	1115
FC(F)Oc1ccc(NC(=S)NCc2ccco2)cc1Cl	2.4	3.6	8.0	-1%	7%	-0.4%	i	7	-2.9%	-0.2	1370	-0.86	-0.33	-0.051	0.47	-0.1	1482
OC(COCc1ccc2c(c1)OCO2)CN1CCN(Cc2ccccc2)CC1 (stereo unspecified)	2.3	2.1	7.3	-5%	-1%	0.7%	i	-2	-1.5%	0.45	770	-0.3	-0.21	-0.2	0.92	-2.8	1115
Cc1cc(NS(=O)(=O)c2ccc(NC(=O)CSc3nc4ncccc4[nH]3)cc2)nc(C)n1	nt	nt	nt	1%	13%	1.6%	nt	nt	nt	-0.29	1105	1.2	-0.24	0.44	-0.83	-0.6	1305
O=C(Cn1cnc2c(cnn2-c2ccc(F)cc2)c1=O)N1CCN(c2ccccc2F)CC1	2.5	4.6	6.8	-6%	-2%	4.3%	i	-4	0.7%	nt	nt	-1.1	-0.091	-0.44	1.2	-0.6	1182
C=CCOc1cccc(CNc2ccc3[nH]c(=O)[nH]c3c2)c1	5.0	3.0	4.2	-12%	11%	1.9%	i	12	0.0%	-0.49	1287	-1.2	-0.38	-0.97	1.5	0.5	1053
CCCc1c(C)c2ccccc2[nH]c1=O	1.6	1.5	6.1	-6%	11%	3.6%	i	1	-2.2%	1.2	1344	0.87	0.14	0.86	-1.3	6.5	966
CCN1CCCC1CNC(=O)CSc1cc(=O)n(C)c2cc(Cl)ccc12 (stereo unspecified)	2.2	5.3	8.6	8%	7%	0.1%	i	10	-0.9%	0.12	1498	-0.12	-0.19	-0.054	1.3	0.8	1483
